AddAB inh – less growth of phage-infected E. coli with AddAB. E. coli expressing H. pylori AddAB, absorbance growth. inhibition, % at 11.9 µM. actives 0.29% (n = 330,000); in the data active = inhibition above about 12%;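 note: 0% = vehicle wells of infected cells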
DAGLB inhibitor – diacylglycerol lipase beta (human) inhibition. actives 0.059% (n = 340,000). inhibition, % at 5.17 µM. HEK293T DAGLB membrane lysate, EnzChek fluorogenic substrate. Q8NCG7; in the data active = inhibition above about 34%;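 note: 0% = enzyme with vehicle and 100% = wells lacking enzyme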
Target sequence (Q8NCG7 whole entry, looked up): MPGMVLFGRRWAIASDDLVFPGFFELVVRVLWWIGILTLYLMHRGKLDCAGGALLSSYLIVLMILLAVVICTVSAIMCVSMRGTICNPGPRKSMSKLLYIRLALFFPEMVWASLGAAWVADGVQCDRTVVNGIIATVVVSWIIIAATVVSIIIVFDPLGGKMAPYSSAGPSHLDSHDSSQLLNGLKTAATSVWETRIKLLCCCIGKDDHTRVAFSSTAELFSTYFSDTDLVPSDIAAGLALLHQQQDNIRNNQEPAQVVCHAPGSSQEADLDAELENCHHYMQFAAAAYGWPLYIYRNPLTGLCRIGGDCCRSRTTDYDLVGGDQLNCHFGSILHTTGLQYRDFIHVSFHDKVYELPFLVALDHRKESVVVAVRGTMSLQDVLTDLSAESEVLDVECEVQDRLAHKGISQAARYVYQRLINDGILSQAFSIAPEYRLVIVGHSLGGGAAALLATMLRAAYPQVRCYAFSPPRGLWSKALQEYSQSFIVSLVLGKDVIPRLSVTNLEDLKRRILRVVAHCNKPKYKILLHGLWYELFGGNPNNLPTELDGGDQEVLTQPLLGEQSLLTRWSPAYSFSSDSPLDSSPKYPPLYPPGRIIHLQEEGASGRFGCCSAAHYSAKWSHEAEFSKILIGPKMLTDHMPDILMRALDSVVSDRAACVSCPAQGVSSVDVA
Rtt109 HAT inh – C. albicans Rtt109 histone acetyltransferase inhibition; Q5AAJ8; purified Rtt109/Vps75, ThioGlo CoA-SH fluorescence, 4 h; inhibition, % at 34.9 µM; actives 0.16% (n = 330,000); AID 540336;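 active = inhibition of at least 50% in every replicate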
Target sequence (Q5AAJ8 whole entry, looked up): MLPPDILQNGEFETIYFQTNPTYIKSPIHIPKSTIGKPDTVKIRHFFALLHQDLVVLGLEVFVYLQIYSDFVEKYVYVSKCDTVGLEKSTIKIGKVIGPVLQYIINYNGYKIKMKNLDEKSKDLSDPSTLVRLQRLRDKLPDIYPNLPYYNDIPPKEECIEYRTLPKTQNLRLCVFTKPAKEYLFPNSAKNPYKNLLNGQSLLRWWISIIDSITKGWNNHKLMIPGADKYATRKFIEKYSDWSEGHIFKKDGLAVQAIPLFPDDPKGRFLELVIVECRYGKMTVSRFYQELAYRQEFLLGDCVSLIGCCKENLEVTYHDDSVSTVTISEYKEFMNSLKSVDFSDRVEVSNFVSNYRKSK
PfHsp90 set2 – inhibits growth of yeast expressing Plasmodium falciparum Hsp90 | S. cerevisiae expressing PfHsp90, BacTiter-Glo ATP, 48 h; yeast lacking PDR1 and PDR3 efflux regulators | inhibition, % at 9.4 µM | actives 0.32% (n = 310,000);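 active = every replicate shows inhibition above about 80%, whatever the replicate mean, limit read from the data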;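 note: 0% = DMSO neutral controls and 100% = 20 µM radicicol positive controls; yeast relying on Plasmodium falciparum Hsp90 in place of its own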
Tat export inh – inhibitors of E. coli Tat protein transport; inhibition, % at 10 µM; AID 488895; E. coli MC4100 TorA-mCherry Tat export, fluorescence; actives 0.036% (n = 340,000);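 active = mean replicate inhibition at least 50% and at least half of replicates individually reaching 50%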;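 note: exported cargo escapes ClpAP degradation while cytoplasmic cargo is degraded and loses fluorescence; 0% = median of neutral control wells and 100% = median of NaSCN control wells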
PvdQ inh – P. aeruginosa PvdQ acylase inhibition | AID 488965 | inhibition, % at 10 µM | actives 0.063% (n = 340,000) | purified PvdQ acylase, fluorescence plate reader; in the data active = inhibition above about 30%, passing the limit was not always enough;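 note: 0% = vehicle neutral wells and 100% = reference inhibitor wells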
E coli growth – bacterial growth inhibition, counter-screen for AddAB inhibitors. E. coli V3065 growth, OD600 absorbance, 18 h. inhibition, % at 11.9 µM. actives 0.27% (n = 330,000). AID 449728;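 active = inhibition above the campaign's mean inhibition across all tested compounds plus 3 SD, cut at about 9.9% in these data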;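 note: uninfected addAB+ strain grown without phage in ampicillin broth; 0% = DMSO wells and 100% = ciprofloxacin 0.95 µg/ml wells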
phage Ecoli inh – E. coli growth loss with phage present | growth absorbance | inhibition, % at 11.9 µM | actives 0.26% (n = 360,000); in the data active = inhibition above about 11%
Wnt bcat act – activators of Wnt/beta-catenin signaling; Wnt/beta-catenin reporter cell assay, activator, plate reader; activation, % at 9.35 µM; actives 1.2% (n = 300,000); in the data active = activation above about 30%, passing the limit was not always enough;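 note: 0% = neutral control wells and 100% = positive control wells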
CAL PDZ inh – blocks peptide binding to human CAL PDZ domain. inhibition, % at 20 µM. actives 0.02% (n = 330,000). purified CAL PDZ, TMR-peptide fluorescence polarization, 1 h;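 active = highest replicate inhibition of at least 40%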;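 note: plate controls were DMSO neutral control wells for no effect and unlabeled competitor peptide control wells for full effect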
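Control set: unlabelled peptide and DMSO controls / Material: purified CerCALP PDZ construct / Timing: 1 h incubation at room temperature before polarization reading / Doses: 20 µM, one dose / Detection: fluorescence polarization (mP)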
* hit, by the source's call; . = no result given.

SMILES	AddAB inh	DAGLB inhibitor	Rtt109 HAT inh	PfHsp90 set2	Tat export inh	PvdQ inh	E coli growth	phage Ecoli inh	Wnt bcat act	CAL PDZ inh
FC(F)(F)c1cc(-c2ccco2)nc(NCc2cccs2)n1	-2.6	4	2	.	0	-13	-1.7	3.3	-4	0.4
O=C(O)CCCC(=O)N1CCC(C(O)(c2ccccc2)c2ccccc2)CC1	0.9	-1	-3	16	-8	-4	-0.9	-2.3	-2	0.3
CCOc1ccccc1NC(=O)Cn1nnc(C(=O)NCCc2ccc(OCC)c(OCC)c2)c1N	0.9	-2	3	4	-3	0	-0.6	2.4	-4	-2.0
COc1ccc(NS(=O)(=O)c2ccc(C(=O)N3CCC(C)CC3)cc2)cc1	0.3	-2	0	23	7	-23	0.4	2.9	-5	-2.6
COc1ccc(N(C)S(=O)(=O)c2cccc(C(=O)NCC3CCCO3)c2)cc1 (configuration not stated)	4.8	-8	-10	7	-4	-9	1.2	1.4	.	-3.1
Cn1c(SCC#N)nnc1-c1cnccn1	-1.5	-2	8	67	3	-12	-2.6	0.2	.	0.1
O=c1c(-c2nnc(SCc3ccc(Cl)c(Cl)c3)o2)cccn1Cc1ccccc1	2.6	-2	1	-21	4	-6	-1.4	1.0	-7	-2.1
Cc1ccc(S(=O)(=O)N2CC(C)N(C(=O)N3CCOCC3)C2)cc1 (configuration not stated)	0.7	0	-7	-1	1	-1	-1.9	-0.1	0	-1.5
Cc1nc(C(=O)O)nn1-c1cc(Cl)ccc1Cl	1.1	0	3	28	1	-10	0.8	1.2	0	-3.0
O=C(NCCCO)c1ccc(CSc2nc3ccccc3c(=O)[nH]2)cc1	1.8	0	-6	3	4	-12	-1.9	3.1	-7	-3.7
CNC(=O)COC(=O)c1cccc(S(=O)(=O)N2CCN(c3ccc(F)cc3)CC2)c1	-4.5	-1	-7	2	3	-6	-4.0	-0.5	18	-0.5
CCCCC(Sc1nc(C)c(Cc2ccccc2)c(=O)[nH]1)C(=O)O (configuration not stated)	4.8	1	0	16	4	-5	-1.6	-0.2	2	-0.2
COC(=O)C1=C(C)Nc2nnnn2C1c1cccnc1 (configuration not stated)	0.2	-1	-3	-7	-4	-2	2.2	1.6	.	-0.7
Cc1cccc(CC2S/C(=N/N=C/c3ccco3)N(c3ccccc3)C2=O)c1 (configuration not stated)	2.9	-8	-1	-4	-1	-2	0.7	0.2	-3	-1.1
COc1cc(C(=O)N/N=C/c2cn(Cc3cccc(F)c3)c3ccccc23)ccc1O	.	-2	4	27	7	-6	.	-0.9	-1	-0.6
CC1=C(C(=O)OCc2ccccc2)C(c2ccc(C)o2)C2=C(CCCC2=O)N1 (configuration not stated)	-1.4	-3	-7	20	3	3	0.3	0.1	.	-1.1
CC(C)c1ccccc1NC(=O)c1ccccc1NC(=O)C1CCCCC1	1.8	-8	-18	15	-1	-9	-0.4	4.4	27	-0.3
COC(=O)c1ccc2c(=O)n(Cc3ccc(C(=O)NCCCN4CCOCC4)cc3)c(=S)[nH]c2c1	-0.8	2	18	-10	1	8	0.1	0.5	4	-1.3
CCN(CC)S(=O)(=O)c1ccc(NC(=O)C(OC)c2ccccc2)cc1 (configuration not stated)	4.4	1	6	.	0	-18	0.6	4.3	.	5.4
CCN1C(=O)[C@@H]2[C@@H](c3ccc(-c4cccc(Cl)c4)cc3)N3CCC[C@@]3(C(=O)OC)[C@@H]2C1=O	2.9	-2	8	-12	-2	-17	-0.9	0.7	-5	0.2
COc1cccc(NC(=O)Cn2c(=O)n(-c3cc(OC)c(OC)c(OC)c3)c(=O)c3ccccc32)c1	-0.9	1	6	-8	-3	0	-1.5	-2.0	2	0.1
CC(=O)Nc1nnc(-c2ccco2)o1	-0.2	-1	-1	-15	7	-7	-0.5	-0.8	1	-0.2
COc1cccc(C(=O)Nc2nnc(S(=O)(=O)Nc3cccc(C)c3)s2)c1	0.3	6	4	-43	25	10	0.1	3.0	0	-0.7
Cc1nc(S/C(=C/c2ccc(-c3cc(Cl)ccc3C)o2)C(=O)O)n[nH]1	-0.6	14	-1	-50	0	9	2.1	0.0	-1	-1.8
CC1(C)CC(=O)c2sc(NS(=O)(=O)c3cc(Cl)ccc3Cl)nc2C1	3.0	7	1	10	-4	-8	-1.7	1.0	1	-0.7
COc1ccc(C2Nc3ccccc3C(=O)N2c2ccccc2)cc1Cn1cc([N+](=O)[O-])cn1 (configuration not stated)	1.3	1	6	9	-11	-8	-0.2	4.7	0	-3.9
O=C(COC(=O)/C=C/c1cccc(C(F)(F)F)c1)Nc1cccc2ccccc12	4.3	1	-6	7	-5	6	0.9	0.5	0	-0.1
COc1ccc2c(c1)c(=O)c(Br)c(C)n2Cc1ccccc1	1.6	-14	3	5	1	-15	-0.9	0.2	.	-1.1
Cc1cc(C)n(CCCN2C(=O)c3cccc4cccc(c34)C2=O)n1	-0.2	0	-12	-15	7	-5	-0.1	4.0	-1	-2.7
O=C(NC1CCCCC1)C12CC3CC(CC(Cl)(C3)C1)C2	5.5	-4	2	-17	-2	-15	2.6	-0.1	0	-0.5
COc1ccc(CNC(=O)c2ccc(S(=O)(=O)NCc3ccco3)cc2)cc1	0.8	2	0	10	-3	-12	-0.3	0.8	3	-0.3
COc1ccc(Cc2nnc3n2N=C(c2cc4ccccc4o2)CS3)cc1OC	2.1	-1	-2	-26	4	3	-2.2	-0.5	-3	-1.4
COc1ccc(N(CC(=O)NCCSc2ccccc2)S(=O)(=O)c2ccccc2)cc1OC	0.9	-3	1	5	-4	9	1.4	1.2	2	-2.9
C=CCNS(=O)(=O)c1ccc(OCC(=O)OC)cc1	1.6	1	28	7	-11	2	-0.9	0.6	-2	-2.8
CCOC(=O)N1CCN(CCC(=O)Nc2cc(OC)ccc2OC)CC1	3.3	2	1	-15	-8	-7	-0.6	0.1	-1	-0.7
Cc1cc(C)c(C)c(S(=O)(=O)N2CCN(CC(=O)c3c(N)n(Cc4ccccc4)c(=O)n(C)c3=O)CC2)c1C	2.4	1	5	-36	4	-15	-2.1	1.5	-4	-2.6
CCOc1ccc(OCC)c(Nc2cc(C)nc3ncnn23)c1	2.4	-2	0	1	6	6	1.2	0.0	-1	-0.2
O=C(NC1CCCC1)c1ccc2nc[nH]c2c1	2.1	1	-4	21	2	-12	0.1	3.0	.	-0.2
CCc1cc2c(CN3CCN(Cc4ccccc4)CC3)cc(=O)oc2cc1O	.	-4	-193	-31	-4	-13	.	2.2	6	-0.6
COc1ccc(CCNC2=C(Cl)C(=O)N(CCc3ccc(OC)c(OC)c3)C2=O)cc1OC	0.9	-8	1	-15	6	-7	-0.6	0.2	-3	-4.7
C/C(=N\NC(=O)c1ccccc1O)c1cccs1	5.1	-1	0	.	-5	2	0.0	3.5	0	-2.2
COc1ccc(-c2ccc(OC)c([C@H]3[C@@H]4C=CCC[C@@]4(C)C(=O)N3Cc3ccccc3)c2)cc1OC	1.8	-1	-6	-20	9	-18	0.5	4.6	-8	-0.5
COc1ccc(S(N)(=O)=O)cc1C(=O)OCC(=O)Nc1sccc1C#N	1.8	-3	-2	20	1	0	-0.7	1.7	-4	-0.4
Cc1cc(-c2ccc([N+](=O)[O-])cc2)nc2ccccc12	-0.4	-9	0	-21	-2	-1	-0.3	0.5	21	12
COC(=O)c1c(CSc2cccc(C)c2)noc1C(=O)NCc1ccco1	0.9	-11	4	-3	4	16	-3.0	2.2	-1	-0.3
CC1=CC(C)[C@@H]2COC(c3ccc(O)cc3)[C@H]1C2C (some centres not stated)	0.4	0	-1	-6	43	-5	1.0	-0.4	1	0.3
CCc1nnc(NS(=O)(=O)c2ccc(NC(=S)NC(=O)c3ccc(OC)c(OC)c3)cc2)s1	4.6	3	.	0	-3	1	1.8	5.1	-6	-3.7
CCOC(=O)C(O)C1CCc2c([nH]c3ccc(C)cc23)C1=O (configuration not stated)	0.8	3	-6	-6	-5	-14	0.5	2.9	5	-0.1
COc1ccc(CN2CCCC(N3CCc4ccccc4C3)C2)c(O)c1 (configuration not stated)	2.7	2	-1	7	3	-7	1.7	-3.2	1	0.1
COc1ccc(O)c(C2=Nc3ccccc3N=C(c3ccccc3)C2)c1	2.5	-4	7	-15	2	0	-1.5	1.4	15	1.3
CCOc1ccc(-c2nc3scc(-c4cccs4)c3c(=O)[nH]2)cc1	1.3	2	-14	.	-5	-19	-0.5	2.8	0	-1.5
COC(=O)CN(c1cc(Cl)ccc1OC)S(=O)(=O)c1ccc(C)cc1	0.5	-1	1	10	9	-6	2.1	0.1	0	-1.5
Cc1c(Br)cccc1NC(=O)c1sccc1-n1cccc1	.	-8	-1	4	8	-13	.	2.5	.	-1.1
Cc1ccc(CNC(=O)Nc2ccc(F)cc2)n1C	.	1	-1	20	3	0	.	3.0	0	-0.5
C/C(=N/OC(=O)c1c(-c2ccccc2Cl)noc1C)c1cnccn1	0.3	-2	-10	-3	2	-7	0.1	2.9	-2	0.6
Cc1ccc(NC(=O)CC(C(=O)O)c2ccccc2)cc1 (configuration not stated)	4.7	0	0	1	1	8	3.6	4.6	.	-0.1
CCOc1cc(C(=O)OC(C)C(=O)Nc2ccc(NC(C)=O)cc2)ccc1OCC(=O)N1CCCCC1 (configuration not stated)	6.5	-3	3	51	-3	-13	-0.9	1.7	3	-1.5
Cc1oc(/C=N/NC(=O)CN(c2ccccc2Br)S(C)(=O)=O)cc1Br	0.9	2	2	14	-6	1	1.6	0.5	0	-1.4
CCOc1ccc(S(=O)(=O)n2cc(F)c(=O)[nH]c2=O)cc1[N+](=O)[O-]	24*	1	-1	-3	-1	-1	17*	9.8	-4	-2.5
Cc1ccc(-c2cccc(NC(=O)C3C4C=CC(C4)C3C(=O)O)c2)o1 (configuration not stated)	0.9	-1	-1	7	2	-15	1.1	2.3	2	-1.2
(next part)
SMILES	AddAB inh	DAGLB inhibitor	Rtt109 HAT inh	PfHsp90 set2	Tat export inh	PvdQ inh	E coli growth	phage Ecoli inh	Wnt bcat act	CAL PDZ inh
COc1cccc(OCCCOc2ccc([N+](=O)[O-])cc2Cl)c1	1.0	-9	-5	-5	12	-8	0.1	1.4	-4	0.6
COc1ccc(S(=O)(=O)NCCCCCC(=O)NCCCN2CCOCC2)cc1	1.7	1	9	-18	1	-4	-3.7	.	-2	0.4
CCOC(=O)CCCn1ncn2c(cc3occc32)c1=O	0.2	0	-11	68	-5	33*	-1.0	1.6	.	-0.1
CCC1(c2ccc(F)cc2)NC(=O)N(CC(=O)NC2CCCC(C)C2C)C1=O (configuration not stated)	-0.2	-2	2	.	-7	-3	-1.5	1.5	-1	-0.5
CCCCOC(=O)N1CCOCCOCCOCC1	1.8	-2	6	-9	4	10	-2.2	1.7	1	0.5

3 entries from above, with each value named.
COc1ccc(S(=O)(=O)NCCCCCC(=O)NCCCN2CCOCC2)cc1
  AddAB inh: 1.7
  DAGLB inhibitor: 1
  Rtt109 HAT inh: 9
  PfHsp90 set2: -18
  Tat export inh: 1
  PvdQ inh: -4
  E coli growth: -3.7
  phage Ecoli inh: .
  Wnt bcat act: -2
  CAL PDZ inh: 0.4
CCC1(c2ccc(F)cc2)NC(=O)N(CC(=O)NC2CCCC(C)C2C)C1=O (configuration not stated)
  AddAB inh: -0.2
  DAGLB inhibitor: -2
  Rtt109 HAT inh: 2
  PfHsp90 set2: .
  Tat export inh: -7
  PvdQ inh: -3
  E coli growth: -1.5
  phage Ecoli inh: 1.5
  Wnt bcat act: -1
  CAL PDZ inh: -0.5
CCCCOC(=O)N1CCOCCOCCOCC1
  AddAB inh: 1.8
  DAGLB inhibitor: -2
  Rtt109 HAT inh: 6
  PfHsp90 set2: -9
  Tat export inh: 4
  PvdQ inh: 10
  E coli growth: -2.2
  phage Ecoli inh: 1.7
  Wnt bcat act: 1
  CAL PDZ inh: 0.5
